ALDH1A1 inh: inhibitors of human aldehyde dehydrogenase 1A1. P00352. Purified ALDH1A1, NADH fluorescence, propionaldehyde substrate. Potency, µM (titrated, usually from 75.3 µM), without a hit: top-dose activity, negative = inhibition, usual class: inhibitors. 220,000 compounds, 7.3% hits. AID 1030; active = well fitted inhibition curve with a large enough effect, not every such curve was filed as active; inconclusive = small, poorly fitted or top-dose-only effect, or another doubt; inactive = no such curve, though single readings can be large or run the other way;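 also: plate controls were no enzyme wells and a reference inhibitor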
Target sequence (P00352 whole entry, looked up): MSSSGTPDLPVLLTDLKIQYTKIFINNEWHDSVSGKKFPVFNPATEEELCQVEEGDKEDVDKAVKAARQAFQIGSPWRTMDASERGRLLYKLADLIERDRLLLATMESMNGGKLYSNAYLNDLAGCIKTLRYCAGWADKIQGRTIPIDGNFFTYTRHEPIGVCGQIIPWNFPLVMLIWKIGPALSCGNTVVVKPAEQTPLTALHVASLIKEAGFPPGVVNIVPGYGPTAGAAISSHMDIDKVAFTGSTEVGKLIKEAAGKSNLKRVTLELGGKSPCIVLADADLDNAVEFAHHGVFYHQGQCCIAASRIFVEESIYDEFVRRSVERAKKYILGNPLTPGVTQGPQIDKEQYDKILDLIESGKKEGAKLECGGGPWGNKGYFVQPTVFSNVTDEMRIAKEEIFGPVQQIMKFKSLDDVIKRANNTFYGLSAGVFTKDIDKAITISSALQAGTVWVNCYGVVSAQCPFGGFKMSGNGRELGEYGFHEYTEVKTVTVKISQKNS
TRb SRC2 PPI: disrupts binding of human TR beta to SRC2; P10828; TRbeta-SRC2 peptide binding, fluorescence polarization; receptor liganded with 1 µM T3; Potency, µM (top dose mostly 106 µM), inactives show at the top dose activity change, negative = inhibition, actives largely listed as inhibitors; 280,000 compounds, 0.065% hits; AID 1469;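 also: plate controls were bound peptide for no effect and peptide without receptor for full effect; nearly all actives have a fitted effect of over 50% in size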
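Quantitative HTS by FP: 0.6 uM TRb LBD, 20 nM labeled SRC2 20-mer, 1 uM T3, 5% DMSO; 5 hr ambient incubation; % activity per concentration and potencies from concentration series.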
TexasRed fluor: Texas Red fluorescence interference in TRb-SRC2 counter-screen. Potency, µM (doses to about 106 µM), without a hit: top-dose fluorescence change, negative = quenching. 280,000 compounds, 0.29% hits. TRb/SRC2 Texas Red total fluorescence interference; active = well fitted curve in either direction with a large enough effect; inconclusive = small, poorly fitted or top-dose-only effect
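Human TRβ ligand-binding domain (0.6 uM) and Texas Red SRC2 peptide (20 nM) in Tris buffer with 1 uM T3 and 5% DMSO were incubated with pinned compound for 5 hr at ambient temperature. Total fluorescence was computed as S + 2P (555/632 nm).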
Tau fluor counter: counter-screen for tau fibril formation inhibitors; tau K18 P301L Alexa594 fluorescence, heparin fibrillization; Potency, µM (doses to about 57.7 µM), for the others: top-dose activity change, negative = decrease; 280,000 compounds, 0.93% hits; also: nearly all actives have a fitted effect of over 55% in size
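Human tau K18 P301L (15 uM unlabeled, 0.24 uM Alexa 594-labeled) in 100 mM sodium acetate pH 7 with 20 uM heparin, 6 hr at 37 C. ThT 30 uM added, 1 hr ambient; Alexa 594 FP and total fluorescence read at 555/632 nm.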
Tau fibril FP: blocks human tau fibril formation measured by polarization; P10636; Potency, µM (top dose mostly 57.7 µM), for the others: at the top dose activity, negative = inhibition, hits mostly inhibitors; K18 P301L tau heparin fibrillization, Alexa594 FP, 6 h; 280,000 compounds, 0.39% hits; also: nearly all actives have a fitted effect of over 55% in size
Target sequence (P10636 561-689 P618L limits assumed): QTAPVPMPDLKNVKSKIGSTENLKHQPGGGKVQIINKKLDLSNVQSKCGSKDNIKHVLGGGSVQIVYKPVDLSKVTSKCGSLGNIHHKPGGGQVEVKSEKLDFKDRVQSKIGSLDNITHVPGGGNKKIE
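Compound effects on tau fibrillization are measured by Alexa 594 fluorescence polarization (ex 555, em 632 nm). K18 P301L tau is used at 15 uM with 0.24 uM labeled tracer, and 20 uM heparin induces aggregation over 6 hr at 37 C.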
aGal spleen mod: alpha-galactosidase A (human) modulation; P06280; human spleen homogenate, 4MU-alpha-Gal fluorescence, 40 min; Potency, µM (series often up to 80 µM), for the others: at the highest dose activity change, negative = inhibition, usual class: inhibitors; 240,000 compounds, 0.008% hits; AID 2107;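 also: 0% = enzyme with vehicle and -100% = no enzyme basal signal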
Target sequence (P06280 32-429 limits assumed): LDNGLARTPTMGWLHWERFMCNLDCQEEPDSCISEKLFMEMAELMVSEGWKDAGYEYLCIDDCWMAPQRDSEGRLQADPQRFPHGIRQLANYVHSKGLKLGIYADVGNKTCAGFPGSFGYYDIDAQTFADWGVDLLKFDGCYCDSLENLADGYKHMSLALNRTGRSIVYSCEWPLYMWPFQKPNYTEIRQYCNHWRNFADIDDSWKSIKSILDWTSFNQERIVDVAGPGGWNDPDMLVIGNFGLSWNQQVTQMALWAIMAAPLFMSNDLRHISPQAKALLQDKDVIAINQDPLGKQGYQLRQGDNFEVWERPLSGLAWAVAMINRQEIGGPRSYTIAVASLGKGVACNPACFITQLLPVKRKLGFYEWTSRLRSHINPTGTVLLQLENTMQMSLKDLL
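Human spleen homogenate (1 ug) as enzyme source, 4-methylumbelliferyl-alpha-D-galactopyranoside 1 mM final, citrate/phosphate pH 5.0 with 0.01% Tween-20. Compounds 40 min at 37C, NaOH/glycine stop; fluorescence Ex 365/Em 440, Hill-fit AC50.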
Tau fibril ThT: blocks human tau fibril formation measured by thioflavin T; P10636; 270,000 compounds, 2.1% hits; recombinant tau K18 P301L (four-repeat tau fragment), heparin-induced fibrillization, ThT fluorescence; Potency, µM (series often up to 57.4 µM), inactives show at the highest dose activity, negative = inhibition, most hits filed as inhibitors; also: nearly all actives have a fitted effect of over 55% in size
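In this qHTS, human K18 P301L tau is incubated with compound and heparin for 6 hr at 37 C, and Thioflavin T fluorescence then reports fibril load.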
L3MBTL1 inh: blocks human L3MBTL1; Q9Y468; AlphaScreen L3MBTL1–H3K9me1 peptide binding; Potency, µM (highest dose often 57.1 µM), inactives show at the highest dose activity, negative = inhibition, most hits filed as inhibitors; 230,000 compounds, 0.66% hits; AID 485360; also: nearly all actives have a fitted effect of over 60% in size
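AlphaScreen assay: L3MBTL1 (50 nM final) was preincubated 30 min at room temperature with biotinylated H3(1-15)K9me1 peptide (75 nM final), then 30 min with library compounds; streptavidin donor and nickel chelate acceptor beads (10 ug/mL final) added, 30 min dark.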
* marks the source's active call; other numbers are inactive results; & = joins results of further samples; [ ] = dose if it differs, or a comment. Unless noted, calls follow the shape of the dose curve; as a rule, active = well fitted curve in the direction sought with a large enough effect; inconclusive = small, poorly fitted or top-dose-only effect, or another doubt; inactive = no such curve, though single readings can be large; an effect the other way counts as inactive or inconclusive. Unless noted, % is scaled to controls: 0 for no effect and ±100 for the full control effect; potency is read from the fitted curve at half-maximal effect.

For O=[N+]([O-])c1ccc(NC2CCN(Cc3ccccc3)CC2)c([N+](=O)[O-])c1 the results were ALDH1A1 inh -3%, TRb SRC2 PPI 1%, TexasRed fluor -2%, Tau fluor counter -26%, Tau fibril FP 2%, aGal spleen mod -1%, Tau fibril ThT inconclusive and L3MBTL1 inh -3%.
Screening Cc1cccc(NC(=S)N(C)C)c1C returned ALDH1A1 inh 4%, TRb SRC2 PPI 0%, TexasRed fluor 0%, Tau fluor counter -20%, Tau fibril FP 3%, aGal spleen mod 6%, Tau fibril ThT inconclusive and L3MBTL1 inh 0%.
`O=C1NCCCC1C(=O)NCCNC(=O)C(F)(F)F` (centres undefined) gave ALDH1A1 inh 12%, TRb SRC2 PPI 4%, TexasRed fluor 3%, Tau fluor counter 1%, Tau fibril FP 0%, aGal spleen mod -9%, Tau fibril ThT 4% and L3MBTL1 inh -1%.
CCN(CC)CCNC(=O)C1c2ccccc2C(=O)N(C)C1c1cn(C)c2ccccc12 (centres undefined) was read as ALDH1A1 inh 2%, TRb SRC2 PPI -7%, TexasRed fluor -1%, Tau fluor counter -3%, Tau fibril FP -5%, aGal spleen mod -3%, Tau fibril ThT -1% and L3MBTL1 inh 3%.
`COC(=O)/C(=N/Nc1cccc(C)c1)N1CCCc2ccccc21` gave ALDH1A1 inh -3%, TRb SRC2 PPI 6%, TexasRed fluor 1%, Tau fluor counter -19%, Tau fibril FP 6%, aGal spleen mod 2%, Tau fibril ThT -10% and L3MBTL1 inh -22%.
Screening CNS(=O)(=O)c1cc(Cl)ccc1Sc1ccccc1C(=O)O returned TRb SRC2 PPI 8%, TexasRed fluor -3%, Tau fluor counter -14%, Tau fibril FP -1%, aGal spleen mod -3%, Tau fibril ThT -7% and L3MBTL1 inh 1%.
For N#Cc1cnn(-c2ccccc2)c1NC(=O)CN1CCN(c2ccccc2)CC1 the results were TRb SRC2 PPI 0%, TexasRed fluor 1%, Tau fluor counter -3%, Tau fibril FP 4%, aGal spleen mod 5%, Tau fibril ThT -5% and L3MBTL1 inh -7%.
For CCCn1nnnc1NC(=O)c1cc(Cl)ccc1Cl the results were ALDH1A1 inh inconclusive, TRb SRC2 PPI 5%, TexasRed fluor -12%, Tau fluor counter 10%, Tau fibril FP 6%, aGal spleen mod -10%, Tau fibril ThT 3% and L3MBTL1 inh 4%.
COc1ccc(S(=O)(=O)Nc2ccc(C)cc2)cc1OC was read as ALDH1A1 inh -6%, TRb SRC2 PPI 1%, TexasRed fluor 2%, Tau fluor counter -4%, Tau fibril FP -3%, aGal spleen mod -20%, Tau fibril ThT -9% and L3MBTL1 inh -7%.
CCC(C)NS(=O)(=O)c1ccc(F)c(C(=O)Nc2c(F)cc(F)cc2Br)c1 (centres undefined) was read as ALDH1A1 inh -4%, TRb SRC2 PPI -6%, TexasRed fluor 1%, Tau fluor counter -8%, Tau fibril FP 6%, aGal spleen mod 5% and Tau fibril ThT -10%.
Cc1ccc(C(=O)Nc2ccc(S(=O)(=O)N(Cc3ccccc3)c3ccccc3)cc2)cc1 was read as TRb SRC2 PPI -3%, TexasRed fluor -25%, Tau fluor counter -28%, Tau fibril FP inconclusive and Tau fibril ThT 9%.
`COc1cccc(CNC(=O)c2cnc(N3CCCC3)nc2C)c1` gave TRb SRC2 PPI 5%, TexasRed fluor -1%, Tau fluor counter -8%, Tau fibril FP -12% and Tau fibril ThT -9%.
For COc1ccc(N2C(=O)CCC2(C(N)=O)c2ccccc2)cc1 (centres undefined) the results were ALDH1A1 inh 9%, TRb SRC2 PPI -5%, TexasRed fluor 2%, Tau fluor counter -3%, Tau fibril FP 0%, aGal spleen mod -7%, Tau fibril ThT -3% and L3MBTL1 inh -10%.
`CC1CCC2C(=O)N3CCCC3C(=O)N2C1c1ccc(Br)cc1` (centres undefined) gave ALDH1A1 inh 0%&14%[13.5 µM], TRb SRC2 PPI -2%&-3%[11.2 µM], TexasRed fluor -3%&-4%[11.2 µM], Tau fluor counter -11%&-5%[11.6 µM], Tau fibril FP 2%&1%[11.6 µM], aGal spleen mod 1%&11%[17.5 µM] and Tau fibril ThT -10%&-5%[11.5 µM].
Screening CC(=O)N/C(=N\OCc1ccccc1Cl)c1nonc1NC(C)=O returned ALDH1A1 inh 3%, TRb SRC2 PPI -6%, TexasRed fluor 0%, Tau fluor counter -8%, Tau fibril FP -8%, aGal spleen mod -7%, Tau fibril ThT -2% and L3MBTL1 inh 4%.
Screening CC(=O)C1C(c2ccc(Cl)cc2)c2c(n[nH]c2C)CC1(C)O (centres undefined) returned ALDH1A1 inh 2%, TRb SRC2 PPI 5%, TexasRed fluor -4%, Tau fluor counter -6%, Tau fibril FP -3%, aGal spleen mod -3% and Tau fibril ThT -2%.
Cc1ccc(NC(=O)CC2CS(=O)(=O)CC2CC(=O)Nc2ccc(C)c(C)c2)cc1C (centres undefined) was read as ALDH1A1 inh inconclusive, TRb SRC2 PPI -6%, TexasRed fluor -3%, Tau fluor counter -8%, Tau fibril FP -13%, aGal spleen mod -7%, Tau fibril ThT 6% and L3MBTL1 inh -6%.
Screening Cc1ccc(OC(=O)CCN2C(=O)c3ccccc3C2=O)cc1C returned ALDH1A1 inh inconclusive, TRb SRC2 PPI -1%, TexasRed fluor -2%, Tau fluor counter inconclusive, Tau fibril FP -7%, aGal spleen mod -2% and Tau fibril ThT inconclusive.
`COC(=O)c1nc(Cl)c(Cl)c(N)c1Cl` gave ALDH1A1 inh -1%, TRb SRC2 PPI 4%, TexasRed fluor -2%, Tau fluor counter 9%, Tau fibril FP 2%, aGal spleen mod -3%, Tau fibril ThT -1% and L3MBTL1 inh 9%.
Screening CC1(C)Cc2c(C#N)c(N3CCOCC3)nc(Cc3ccccc3)c2CO1 returned ALDH1A1 inh inconclusive, TRb SRC2 PPI 2%, TexasRed fluor 0%, Tau fluor counter -5%, Tau fibril FP 6%, aGal spleen mod 0%, Tau fibril ThT -10% and L3MBTL1 inh 12%.

Sorted by length of the SMILES (falling): five of the compounds above.
Cc1ccc(NC(=O)CC2CS(=O)(=O)CC2CC(=O)Nc2ccc(C)c(C)c2)cc1C (centres undefined) was read as ALDH1A1 inh inconclusive, TRb SRC2 PPI -6%, TexasRed fluor -3%, Tau fluor counter -8%, Tau fibril FP -13%, aGal spleen mod -7%, Tau fibril ThT 6% and L3MBTL1 inh -6%.
CCN(CC)CCNC(=O)C1c2ccccc2C(=O)N(C)C1c1cn(C)c2ccccc12 (centres undefined) was read as ALDH1A1 inh 2%, TRb SRC2 PPI -7%, TexasRed fluor -1%, Tau fluor counter -3%, Tau fibril FP -5%, aGal spleen mod -3%, Tau fibril ThT -1% and L3MBTL1 inh 3%.
Screening CC1(C)Cc2c(C#N)c(N3CCOCC3)nc(Cc3ccccc3)c2CO1 returned ALDH1A1 inh inconclusive, TRb SRC2 PPI 2%, TexasRed fluor 0%, Tau fluor counter -5%, Tau fibril FP 6%, aGal spleen mod 0%, Tau fibril ThT -10% and L3MBTL1 inh 12%.
`CC1CCC2C(=O)N3CCCC3C(=O)N2C1c1ccc(Br)cc1` (centres undefined) gave ALDH1A1 inh 0%&14%[13.5 µM], TRb SRC2 PPI -2%&-3%[11.2 µM], TexasRed fluor -3%&-4%[11.2 µM], Tau fluor counter -11%&-5%[11.6 µM], Tau fibril FP 2%&1%[11.6 µM], aGal spleen mod 1%&11%[17.5 µM] and Tau fibril ThT -10%&-5%[11.5 µM].
For CCCn1nnnc1NC(=O)c1cc(Cl)ccc1Cl the results were ALDH1A1 inh inconclusive, TRb SRC2 PPI 5%, TexasRed fluor -12%, Tau fluor counter 10%, Tau fibril FP 6%, aGal spleen mod -10%, Tau fibril ThT 3% and L3MBTL1 inh 4%.

(next part)
For Cc1ccc(N=C2S/C(=C\c3cn(CC(=O)O)c4ccccc34)C(=O)N2C)cc1 the results were ALDH1A1 inh inconclusive, TRb SRC2 PPI 8%, TexasRed fluor -10%, Tau fluor counter -12%, Tau fibril FP 13%, aGal spleen mod 1%, Tau fibril ThT inconclusive and L3MBTL1 inh -10%.
`CCC(C)n1c(NC(=O)c2ccccc2)c(C#N)c2nc3ccccc3nc21` (centres undefined) gave ALDH1A1 inh inconclusive, TRb SRC2 PPI -15%, TexasRed fluor 0%, Tau fluor counter -15%, Tau fibril FP 8%, aGal spleen mod 4%, Tau fibril ThT inconclusive and L3MBTL1 inh 6.3µM*.
Screening COC(=O)c1ccccc1NC(=O)CNC(=O)c1ccc(OC)c(OC)c1 returned ALDH1A1 inh -12%, TRb SRC2 PPI 3%, TexasRed fluor 0%, Tau fluor counter 0%, Tau fibril FP -9%, aGal spleen mod 2%, Tau fibril ThT -1% and L3MBTL1 inh -6%.
Screening CN(Cc1ccco1)C(=O)C(Cc1ccccc1)NS(=O)(=O)c1ccc2c(c1)CCC(=O)N2 (centres undefined) returned ALDH1A1 inh 25µM*, TRb SRC2 PPI -6%, TexasRed fluor 1%, Tau fluor counter -13%, Tau fibril FP 0%, aGal spleen mod 0% and Tau fibril ThT inconclusive.
COc1ccc2[nH]cc(C3N4CC5(C)CN3CC(C)(C4)C5=O)c2c1 (centres undefined) was read as ALDH1A1 inh -3%, TRb SRC2 PPI 2%, TexasRed fluor 0%, Tau fluor counter 9%, Tau fibril FP 8%, aGal spleen mod 22%, Tau fibril ThT 10% and L3MBTL1 inh -7%[11.4 µM].
For CCCc1oc(C(=O)O)cc1CN1CCCC1 the results were ALDH1A1 inh -1%, TRb SRC2 PPI -4%, TexasRed fluor -5%, Tau fluor counter -8%, Tau fibril FP -3%, aGal spleen mod 1% and Tau fibril ThT -9%.
Screening Cc1cc(C(=O)CSc2nn3c(=O)c(C(C)(C)C)nnc3s2)c(C)n1C1CC1 returned ALDH1A1 inh inconclusive, TRb SRC2 PPI -2%, TexasRed fluor 0%, Tau fluor counter -7%, Tau fibril FP -3%, aGal spleen mod -1%, Tau fibril ThT inconclusive and L3MBTL1 inh -10%.
`CN(CCc1cn[nH]c1)Cc1nc(Cc2ccccc2)no1` gave ALDH1A1 inh inconclusive, TRb SRC2 PPI 5%, TexasRed fluor -4%, Tau fluor counter 5%, Tau fibril FP 10%[2.34 µM], aGal spleen mod 9%, Tau fibril ThT 6% and L3MBTL1 inh 3%.
